Pf apPOL inh – Pf-apPOL DNA polymerase inhibition; Recombinant Pf-apPOL, molecular beacon fluorescence, 1.5 h; inhibition, % at 10 µM; 0.25% of 210,000 active; AID 1794808
mHTT-CaM PPI inh – mHTT-calmodulin interaction abrogation; P42858; AlphaScreen His-mHTT/GST-CaM binding, luminescence; inhibition, % at 15 µM; 3.6% of 190,000 active;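 note: 0% = both proteins with DMSO and 100% = one protein alone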
Target sequence (P42858 whole entry, looked up, stated change not applied): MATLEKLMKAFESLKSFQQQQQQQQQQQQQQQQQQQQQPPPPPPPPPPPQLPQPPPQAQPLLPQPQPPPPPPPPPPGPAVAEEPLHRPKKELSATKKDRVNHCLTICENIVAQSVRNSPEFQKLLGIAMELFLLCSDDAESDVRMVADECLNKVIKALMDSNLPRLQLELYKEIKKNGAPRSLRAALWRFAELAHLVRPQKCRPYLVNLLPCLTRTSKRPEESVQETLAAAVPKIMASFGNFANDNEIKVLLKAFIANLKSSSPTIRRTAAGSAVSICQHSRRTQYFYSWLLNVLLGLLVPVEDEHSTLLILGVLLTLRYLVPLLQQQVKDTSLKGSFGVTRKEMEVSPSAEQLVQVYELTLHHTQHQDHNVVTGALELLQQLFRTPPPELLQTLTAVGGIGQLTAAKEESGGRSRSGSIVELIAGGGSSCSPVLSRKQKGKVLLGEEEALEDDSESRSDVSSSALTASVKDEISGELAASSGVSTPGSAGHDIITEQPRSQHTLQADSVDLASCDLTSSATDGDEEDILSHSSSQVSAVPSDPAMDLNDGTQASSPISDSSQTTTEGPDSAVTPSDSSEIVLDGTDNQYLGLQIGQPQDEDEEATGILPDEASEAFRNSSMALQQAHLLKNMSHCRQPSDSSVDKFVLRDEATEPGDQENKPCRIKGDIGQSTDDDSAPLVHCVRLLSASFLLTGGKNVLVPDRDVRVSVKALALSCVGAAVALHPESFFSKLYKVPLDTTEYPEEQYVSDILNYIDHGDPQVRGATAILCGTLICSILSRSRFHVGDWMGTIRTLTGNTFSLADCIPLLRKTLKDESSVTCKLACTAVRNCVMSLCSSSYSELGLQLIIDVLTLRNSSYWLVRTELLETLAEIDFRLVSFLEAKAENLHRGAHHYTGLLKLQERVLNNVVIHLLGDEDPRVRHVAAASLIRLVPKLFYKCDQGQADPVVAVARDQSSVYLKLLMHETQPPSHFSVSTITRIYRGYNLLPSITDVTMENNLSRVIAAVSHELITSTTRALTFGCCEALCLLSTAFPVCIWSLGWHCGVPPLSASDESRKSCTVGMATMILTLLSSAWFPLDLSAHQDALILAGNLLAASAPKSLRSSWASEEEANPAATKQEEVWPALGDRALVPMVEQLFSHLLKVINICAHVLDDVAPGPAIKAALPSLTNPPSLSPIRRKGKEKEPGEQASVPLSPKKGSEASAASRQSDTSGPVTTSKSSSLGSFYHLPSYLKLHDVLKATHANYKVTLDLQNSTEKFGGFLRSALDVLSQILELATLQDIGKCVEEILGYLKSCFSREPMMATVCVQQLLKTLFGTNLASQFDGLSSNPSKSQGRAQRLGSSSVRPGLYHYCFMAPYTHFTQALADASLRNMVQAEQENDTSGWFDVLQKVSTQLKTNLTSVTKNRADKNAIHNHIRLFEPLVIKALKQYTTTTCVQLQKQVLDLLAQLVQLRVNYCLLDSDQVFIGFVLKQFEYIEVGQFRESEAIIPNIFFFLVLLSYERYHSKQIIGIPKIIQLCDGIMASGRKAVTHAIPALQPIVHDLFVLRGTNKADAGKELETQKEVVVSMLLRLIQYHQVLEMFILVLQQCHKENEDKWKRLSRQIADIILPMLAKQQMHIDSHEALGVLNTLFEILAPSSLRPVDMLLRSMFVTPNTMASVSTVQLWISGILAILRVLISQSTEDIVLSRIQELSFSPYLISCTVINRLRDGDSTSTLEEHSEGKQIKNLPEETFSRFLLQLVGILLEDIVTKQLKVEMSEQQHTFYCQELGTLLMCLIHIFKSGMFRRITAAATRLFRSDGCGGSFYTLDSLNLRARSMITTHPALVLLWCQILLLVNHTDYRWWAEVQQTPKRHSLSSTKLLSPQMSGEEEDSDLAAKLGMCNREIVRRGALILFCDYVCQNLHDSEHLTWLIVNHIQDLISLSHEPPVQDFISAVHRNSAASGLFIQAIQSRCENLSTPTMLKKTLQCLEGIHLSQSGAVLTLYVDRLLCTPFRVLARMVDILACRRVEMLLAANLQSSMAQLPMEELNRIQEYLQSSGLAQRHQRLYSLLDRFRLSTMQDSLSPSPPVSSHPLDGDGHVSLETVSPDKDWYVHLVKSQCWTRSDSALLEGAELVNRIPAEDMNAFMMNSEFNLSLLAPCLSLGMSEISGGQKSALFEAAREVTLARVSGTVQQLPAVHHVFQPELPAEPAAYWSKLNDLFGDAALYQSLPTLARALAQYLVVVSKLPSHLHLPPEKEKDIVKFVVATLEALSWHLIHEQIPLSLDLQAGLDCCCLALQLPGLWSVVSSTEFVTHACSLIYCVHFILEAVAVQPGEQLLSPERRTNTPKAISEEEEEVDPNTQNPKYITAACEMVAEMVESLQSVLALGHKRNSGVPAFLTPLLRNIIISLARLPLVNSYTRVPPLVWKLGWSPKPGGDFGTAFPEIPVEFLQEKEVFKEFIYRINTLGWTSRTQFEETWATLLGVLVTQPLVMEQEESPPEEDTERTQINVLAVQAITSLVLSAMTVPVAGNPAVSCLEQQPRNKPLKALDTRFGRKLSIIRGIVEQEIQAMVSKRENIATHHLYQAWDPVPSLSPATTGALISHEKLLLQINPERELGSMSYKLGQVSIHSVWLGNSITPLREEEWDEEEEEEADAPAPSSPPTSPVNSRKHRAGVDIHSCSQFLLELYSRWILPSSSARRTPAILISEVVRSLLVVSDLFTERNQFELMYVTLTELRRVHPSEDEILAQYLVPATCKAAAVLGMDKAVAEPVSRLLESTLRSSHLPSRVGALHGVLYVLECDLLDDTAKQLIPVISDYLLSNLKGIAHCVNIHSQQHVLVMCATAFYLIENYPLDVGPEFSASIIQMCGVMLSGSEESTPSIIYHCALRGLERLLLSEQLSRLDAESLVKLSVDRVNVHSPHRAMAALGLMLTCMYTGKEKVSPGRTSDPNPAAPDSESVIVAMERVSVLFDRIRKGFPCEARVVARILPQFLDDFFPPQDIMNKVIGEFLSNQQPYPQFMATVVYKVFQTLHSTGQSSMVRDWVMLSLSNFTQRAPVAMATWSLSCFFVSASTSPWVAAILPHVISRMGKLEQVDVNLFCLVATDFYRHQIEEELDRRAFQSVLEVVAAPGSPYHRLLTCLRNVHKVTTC
The depositor's hits bear a star; nt = not tested or not shown; & = joins results of further samples. Cut-off read from the data, not from the text of the source: active = inhibition above about 50%; inactive = the rest.

The line under a structure holds: Pf apPOL inh | mHTT-CaM PPI inh
CCCC(=O)N1CCCC(c2nc(CNC(=O)C3CCC3)cs2)C1 (stereo not drawn)
→ -3.0 | 2.8
O=C(NCc1nnc(SCCN2CCOCC2)o1)c1ccccc1
→ -1.3 | -21.1
Cc1nc2sccn2c(=O)c1NC(=O)CC(c1ccccc1)c1ccccc1
→ -3.4 | 18.1
COc1ccc(OC)c(C(=O)CC2OC(=O)c3c2ccc(OC)c3OC)c1 (stereo not drawn)
→ -5.9 | 2.8
O=C(CN1CCc2sccc2C1c1cccc(F)c1)N1CCNCC1 (stereo not drawn)
→ 2.2 | 17.1
O=C(CSc1ccccn1)Nc1cc(C(F)(F)F)ccc1Cl
→ -5.0 | -42.0
COc1ccccc1/C=C/C1=NC(=C\c2cc(Br)cs2)/C(=O)O1
→ 4.3 | 5.0
COc1ccccc1CNC(=O)CC1CCN(C(=O)C2CCCCC2)CC1
→ -5.6 | 15.9
Cc1ccc(NC(=O)N2CCCC2c2cc(C(C)C)no2)c(Cl)c1 (stereo not drawn)
→ -2.6 | -9.1
COc1ccc(C(=O)NCC2(c3cccs3)CCCC2)c(OC)c1
→ 1.1 | -22.8
CC(O)(C(=O)O)c1ccccc1 (stereo not drawn)
→ -11.9 | -1.2
NC(=O)c1ccc(NC(=O)COc2ccc(-c3ccccc3)cc2)cc1
→ 2.5 | 6.9
Cc1ccc(S(=O)(=O)N2CCC(c3noc(-c4cccc(F)c4)n3)CC2)cc1C
→ -6.6 | -7.5
COC(=O)c1ccc(NC(=O)C(=O)NCc2ccccc2Cl)cc1
→ -5.1 | 1.4
Cn1cc(CC(=O)N2CCN(c3ncccn3)CC2)c2ccccc21
→ -7.3 | 3.1
COc1ccc2nc(SCC(=O)Nc3ccc(O)c(C(=O)O)c3)[nH]c2c1
→ -5.0 | 3.0
CSc1ccc(N2CC(c3nnc(NC(=O)COc4ccccc4C)o3)CC2=O)cc1 (stereo not drawn)
→ -2.9 | -3.9
CCNC(=O)c1cc(N2CCCC2)nc2c(C)cccc12
→ 21.6 | 10.7
COc1ccc(OC)c(NC(=O)c2cc(S(=O)(=O)NC3CCCC3)ccc2F)c1
→ 34.8 | 45.0
Cn1cc(SCC(=O)Nc2ccc(Br)cc2)c2ccccc21
→ 0.5 | 5.0
CC(C)C(C#N)c1ccc([N+](=O)[O-])cc1 (stereo not drawn)
→ 3.6 | 0.3
COC(=O)Nc1ccc(Oc2ccc(F)cc2)nc1
→ -2.1 | -4.3
Cc1nnc2c(NC(=O)c3cc(F)ccc3F)cccn12
→ 1.4 | -6.8
CCOCCSC1=C(C#N)C(c2ccco2)C(C(C)=O)=C(C)N1 (stereo not drawn)
→ -18.9 | -5.1
Cc1ccc(-c2nc(NC(=O)c3cncc(Br)c3)sc2C)cc1
→ 3.3&-1.3 | 6.0&0.2
Cc1nn(C(C)(C)C)c(C)c1C=NO
→ 3.3 | nt
CCC(C)NC(=O)C1c2ccccc2CC(=O)N1C (stereo not drawn)
→ 1.2 | -6.0
Nc1ccc(Oc2ccc(-c3nc4ccccc4[nH]3)cc2)cc1
→ 3.1 | 33.3
CCn1c(=O)c(-c2ccc(C(=O)NC(C)(C)C)cc2)nc2ccccc21
→ -0.7 | -0.4
c1ccc2oc(SCc3cn4cccnc4n3)nc2c1
→ -0.4 | 1.0
COc1cc(Br)ccc1NS(=O)(=O)c1ccc(Cl)cc1
→ 8.7 | -16.2
O=C(ON=C1c2ccccc2-c2ccccc21)c1ccccc1F
→ 6.2 | -22.0
O=C1OC(c2ccc([N+](=O)[O-])cc2)=N/C1=C\c1cccc([N+](=O)[O-])c1
→ -2.7 | 6.0
CC(C)(C)c1ccc(C23OC(=O)C(C)(C)C2OC(=O)C3(C)C)cc1 (stereo not drawn)
→ -19.3 | -7.0
COc1ccc(OC)c(NC(=O)Cn2nc3c(cc2=O)CC(C)CC3)c1 (stereo not drawn)
→ -0.5 | 12.1
CCc1ccc(NC(=O)N2CCOc3ccc(C)cc32)cc1
→ -8.6 | -3.1
CCOCC(=O)N1CCc2c(c(-c3nc(-c4ccccc4F)no3)nn2C)C1
→ -6.6 | 15.9
COc1cc(C2(c3ccc(O)c(OC)c3)C(=O)N(C)c3ccc(C)cc32)ccc1O
→ -26.4 | 16.6
CCCN(CCC)S(=O)(=O)c1ccc(C(=O)NN=Cc2ccc(OC)c(OC)c2)cc1
→ -1.3 | nt
CC1(C)CC(NC(=O)C23CC4CCC2(C)C4(C)CO3)CC(C)(C)N1 (stereo not drawn)
→ -2.4 | -2.1
CN(C)C1CN(C(=O)C2CCC2)CCC1(O)c1ccccc1 (stereo not drawn)
→ -2.9 | -4.7
COc1ccc(CNC(=O)C2(C)CCCN(S(=O)(=O)c3cc(C)cc(C)c3)C2)cc1 (stereo not drawn)
→ -6.3 | 12.6
COc1ccc(CCN2CC(C(=O)N3CCN(c4ccccc4)CC3)CC2=O)cc1OC (stereo not drawn)
→ -6.1 | 7.7
Cc1c(N=Cc2cccn2-c2ccc(S(N)(=O)=O)cc2)c(=O)n(-c2ccccc2)n1C
→ 1.3 | 13.0
Cc1ccc(N=c2oc3c(C)ncc(CO)c3cc2C(=O)Nc2cccc(C)c2)cc1
→ -1.6 | 2.0
Cn1cnc(S(=O)(=O)N2CCC(Nc3cccnc3)C2)c1 (stereo not drawn)
→ -5.4 | -1.0
CCN1C(=O)Cc2cc(C(=O)N3CCN(C4CCCCC4)CC3)ccc21
→ -5.1 | 6.8
CCc1cccc(N=c2oc3c(C)ncc(CO)c3cc2C(=O)Nc2ccccc2F)c1
→ -0.6 | -2.0
COc1ccccc1-c1nn(-c2ncc(C(F)(F)F)cc2Cl)c(=O)o1
→ -0.3 | nt
COCCNC(=O)c1nc(-c2cccc(F)c2)n2c1CCCCC2
→ -0.4 | 5.2
COc1ccccc1Cn1c(SCC#N)nc2ccc(Br)cc2c1=O
→ -0.7 | -8.0
Cc1ccc(COc2ccc3c(=O)c(-c4ccccc4)coc3c2)cc1
→ -4.6 | -0.5
O=C(CSc1nncn1-c1ccc(OCc2ccccc2)cc1)Nc1ccccc1
→ 0.1&-6.5 | nt
Cc1cccn2cc(C(=O)N3CCN(c4ccccc4)CC3)nc12
→ -2.7 | -3.6
COc1ccc(C(=O)Nc2sc3c(c2C(N)=O)CCCC3)cc1I
→ -4.4 | -5.9
COc1cccc(CNC(=O)N2CCC(c3nc(C(=O)N(C)C)c(C)o3)CC2)c1
→ 3.1 | 2.2
CCCNC(=O)c1cn(-c2ccc(C)c(C)c2)nn1
→ -1.3 | -5.1
CC(C)NC(=O)c1ccnc(N2CCNC(c3ccccc3)C2)c1 (stereo not drawn)
→ -6.4 | -1.9
COc1ccc(C(=O)N2CCc3c(nc4cc[nH]n4c3=O)C2)cc1F
→ 3.8 | 3.1
C(=C1/CCCCC2C1=NN(c1ccccc1)C2c1ccco1)/c1ccco1 (stereo not drawn)
→ -10.6 | 25.0

Given bar-delimited: 5 of the compounds above
molecule | Pf apPOL inh | mHTT-CaM PPI inh
COc1ccc(OC)c(NC(=O)c2cc(S(=O)(=O)NC3CCCC3)ccc2F)c1 | 34.8 | 45.0
COc1ccc(CNC(=O)C2(C)CCCN(S(=O)(=O)c3cc(C)cc(C)c3)C2)cc1 (stereo not drawn) | -6.3 | 12.6
Cn1cc(SCC(=O)Nc2ccc(Br)cc2)c2ccccc21 | 0.5 | 5.0
CCc1ccc(NC(=O)N2CCOc3ccc(C)cc32)cc1 | -8.6 | -3.1
CCCN(CCC)S(=O)(=O)c1ccc(C(=O)NN=Cc2ccc(OC)c(OC)c2)cc1 | -1.3 | nt

The list continues:
The line under a structure holds: Pf apPOL inh | mHTT-CaM PPI inh
CCC(=O)NCc1nc2c(n1C)CN(S(=O)(=O)c1ccc(Br)s1)CC2
→ -1.1 | 17.4
CC(C)C(=O)Oc1ccc(C=Cc2ccccn2)cc1
→ -12.9 | -9.6
CCc1ccccc1NC(=O)N1CCc2cn(CCOC)c3cccc(c23)C1
→ -4.4 | 14.5
O=c1[nH]c(=S)[nH]c(O)c1C=C1C=Nc2ccccc21
→ 1.5&-22.8 | nt
O=C(Cc1ccsc1)N1CCCCC1CCN1CCOCC1 (stereo not drawn)
→ -1.7 | 3.7
COC(=O)C1=C(c2ccccc2)C(c2ccccc2)=C(C(=O)OC)C1=O
→ 0.3 | nt
COc1ccc(Nc2ccc(C(F)(F)F)cc2[N+](=O)[O-])cc1
→ 0.4 | 53.0*
CC(C)NC(=O)N1CCCC(c2cccc(C(=O)NCCCN3CCCC3=O)c2)C1 (stereo not drawn)
→ -5.0 | 0.6
COc1ccc(-c2nc(C)c3c(n2)N(Cc2cccnc2)C(=O)C3)cc1
→ 3.0 | -3.4
Cc1nc(-c2ccccc2)sc1C(=O)N1CCN(c2ccc(-n3ccnc3C)nn2)CC1
→ -4.0 | 16.6
CCC(C)(C(=O)NC1CCCC1)N(Cc1ccco1)C(=O)C1CCC(=O)N1 (stereo not drawn)
→ -6.7 | -2.0
O=S(=O)(c1cccc(C(F)(F)F)c1)N1CCC(CN2CCCCCC2)CC1
→ -0.9 | 98.5*
COc1cccc(CC(=O)N2CCC(c3noc(-c4cccc(OC)c4)n3)CC2)c1
→ 4.7 | -0.8
O=C(Nc1ccc2c(c1)OC1(CCCCC1)O2)c1ccc(F)cc1
→ -1.5 | 5.0
Clc1ccc(OCCSCc2nnc(SCc3ccccc3)o2)c(Cl)c1
→ -0.4 | nt
CSc1ccccc1C(=O)Nc1nnc(-c2ccc3c(c2)CCCC3)o1
→ -16.3 | 32.8
Cc1cccc(C(=O)Nc2ccc(C)c(C)c2)c1
→ -2.8 | -10.4
CCOC(=O)C1=C(C)NC(=O)NC1c1ccoc1 (stereo not drawn)
→ nt | -5.8
CC(=O)Nc1c(-c2ccccc2)nc2cc(C)ccn12
→ -3.5 | -0.6
Cc1c(F)cccc1NC(=O)Nc1ccc2nnc(C)n2c1
→ 2.0 | 10.7
CC1=CC(C)(C)N(C(=O)CSc2ccccn2)c2ccccc21
→ -1.5 | -16.8
O=C(Nc1cccn2cnnc12)c1ccccc1C(F)(F)F
→ -1.8 | -3.9
Cc1nc(CNC(=O)C2CCCN2C(=O)Cc2ccc(F)cc2)cs1 (stereo not drawn)
→ -7.0 | -4.9
Cc1ccc(O)c(C(=O)CC(=O)c2cccc(F)c2)c1
→ -2.1 | 42.9
O=C(CSc1cc(-c2ccccc2)ncn1)NCc1ccccc1Cl
→ -13.5 | -22.3
COc1ccccc1-c1noc(C2CCCN2C(=O)C2CCC2)n1 (stereo not drawn)
→ 2.9 | -3.0
O=C(COc1ccc(Cl)cc1)N1CCN(Cc2ccc3c(c2)OCO3)CC1
→ 3.0 | 13.0
CC(=O)Nc1nc(SCCc2ccccc2)n[nH]1
→ -8.7 | 3.0
Cc1cc2n(n1)CCC(=O)N2CCCC(=O)N1CCN(c2ccccn2)CC1
→ -5.8 | 2.3
OCCCn1c(-c2ccc(Br)cc2)nc(=S)c2c1CCCC2
→ -2.4 | 1.8
Cc1ccc(-c2nc3ncccc3o2)cc1NC(=O)c1cccc([N+](=O)[O-])c1
→ -4.4 | 1.2
O=S(=O)(c1ccc(Br)s1)N(Cc1ccsc1)Cc1ccco1
→ -2.9 | -58.9
O=C(Nc1ccc2c(c1)OCO2)C1CC(c2ccccc2F)=NO1 (stereo not drawn)
→ -5.6 | 3.4
CCCN(CC1CC1)C1CC(=O)N(c2ccc(OCC)cc2)C1=O (stereo not drawn)
→ -7.5 | 2.6
CCNc1cc(N2CCC(CCC(=O)Nc3cccc(C)c3C)CC2)ncn1
→ -2.8 | 11.9
Cc1nn(C2CCS(=O)(=O)C2)c(C)c1CC(=O)O (stereo not drawn)
→ -3.8 | -8.7
COc1cccc(C2C3=C(CCCC3=O)Nc3nc(C(F)(F)F)nn32)c1OC (stereo not drawn)
→ -8.9 | -5.0
O=C(NC1CCCCC1)c1nn(-c2ccc(Cl)cc2)c(=O)c2ccccc12
→ -4.4 | 4.0
COc1ccc(C2CC(=O)Nc3n[nH]c(C)c32)cc1OC (stereo not drawn)
→ -1.7 | -6.4
Cc1cc(Br)ccc1NC(=O)c1sc2nc(-c3ccncc3)ccc2c1N
→ -4.8 | 34.0

Copied from the list.
CC1=CC(C)(C)N(C(=O)CSc2ccccn2)c2ccccc21 @ mHTT-CaM PPI inh = -16.8
Cc1ccc(O)c(C(=O)CC(=O)c2cccc(F)c2)c1 @ Pf apPOL inh = -2.1

Additional compounds:
The line under a structure holds: Pf apPOL inh | mHTT-CaM PPI inh
CCc1ccc2cc(-c3ccc(Cl)cc3)cn2c1
→ -1.6 | 59.0*
CC(C)(C)NC(=O)N1CCC2(C1)C(=O)Nc1ccccc12 (stereo not drawn)
→ -0.4 | -7.8
CCCCNC(=O)c1c[nH]c2ccc(S(=O)(=O)N(C)c3c(C)cccc3C)cc2c1=O
→ -9.1 | 32.0
CC1CCCN(C(=O)c2ccc(-c3cccs3)nc2)C1 (stereo not drawn)
→ -6.8 | -7.9
CCc1nc2c(c(=O)n1CC(=O)NCc1ccc(C)cc1)CN(Cc1ccccc1)CC2
→ -1.6 | -1.2
CC(=O)Nc1ccc(S(=O)(=O)N2CCN(c3ccccc3[N+](=O)[O-])CC2)cc1
→ -6.6 | 20.7
O=C(Nc1nc(-c2ccccc2)cs1)c1ncn[nH]1
→ -1.2 | 23.5
CCOc1ccc(CN2C(=O)c3ccccc3C2C(=O)NC2CCCC2)cc1OC (stereo not drawn)
→ -14.9 | -3.0
COc1cccc(-n2cc(C(=O)O)nn2)c1
→ -1.3 | -3.6
CN1CCN(C(=O)CN(C)S(=O)(=O)c2ccc(Cl)cc2)CC1
→ 7.6 | -3.7
COC(=O)c1ccc(Nc2nc(C)nc3c2CCC3)cc1
→ -11.6 | -0.1
COc1ccc(CC(C)(O)CNC(=O)c2ccc3c(c2)OCO3)cc1 (stereo not drawn)
→ -4.2 | -5.5
Cc1cc(CN2CCC(CNC(=O)c3ccc(S(=O)(=O)N(C)C)cc3)CC2)c(C)o1
→ -5.0 | -3.4

3 compounds already listed, sorted by length of the SMILES, lowest first:
The line under a structure holds: Pf apPOL inh | mHTT-CaM PPI inh
Nc1ccc(Oc2ccc(-c3nc4ccccc4[nH]3)cc2)cc1
→ 3.1 | 33.3
Cc1nc(-c2ccccc2)sc1C(=O)N1CCN(c2ccc(-n3ccnc3C)nn2)CC1
→ -4.0 | 16.6
Cc1cc(CN2CCC(CNC(=O)c3ccc(S(=O)(=O)N(C)C)cc3)CC2)c(C)o1
→ -5.0 | -3.4
